Compound activity: PubChem BioAssay, several laboratories
FadD28 FP inh: inhibitors of FadD28 bisubstrate probe binding, primary screen, biochemical, fluorescence polarization, single point. Mycobacterium tuberculosis FadD28 fatty-acid-AMP ligase. inhibition, % at 12.5 µM. 360,000 tested, 0.22% active; in the data active = inhibition above about 8.5%, passing the limit was not always enough; inconclusive = no clear call, values can overlap the other calls
DUSP3 inh: VHR1 phosphatase inhibitors, primary screen, biochemical, absorbance, uHTS; Dual specificity protein phosphatase 3 (Homo sapiens), P51452; recombinant VHR phosphatase, pNPP absorbance; inhibition, % at 13.3 µM; 290,000 tested, 0.52% active; in the data active = inhibition above about 50%; note: some compounds called inactive have numbers as strong as hits
Rv3671c protease: Rv3671c serine protease inhibitors, primary screen, biochemical, fluorescence polarization, M. tuberculosis H37Rv. inhibition, % at 5.96 µM. 320,000 tested, 0.048% active. AID 2606, 2010; in the data active = inhibition above about 38%;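 note: extracellular domain of Rv3671c used as enzyme; 0% = enzyme with DMSO and 100% = no enzyme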
Mtb BioA inh: M. tuberculosis BioA enzyme inhibitors, primary screen, biochemical, plate reader, single point, HTS. inhibition, % at 9.99 µM. AID 602481, 2012. purified M. tuberculosis BioA enzyme. 360,000 tested, 0.096% active; in the data active = inhibition above about 40%; inconclusive = no clear call, values can overlap the other calls
CCHFV vOTU inh: CCHFV vOTU protease inhibitors, primary screen, biochemical, Pep-AMC substrate, fluorescence | Crimean-Congo hemorrhagic fever virus L polyprotein viral ovarian tumor (vOTU) protease … | inhibition, % at 11.5 µM | 370,000 tested, 0.55% active; note: 0% = vehicle wells with enzyme and 100% = no enzyme wells
GDH-TPI counter: GDH-TPI coupling enzyme inhibitors, primary screen, artefact control for M. tuberculosis FBA inhibitor project, biochemical, absorbance, full deck; GDH-TPI coupled enzyme counterscreen, NADH absorbance; inhibition, % at 4.8 µM; 360,000 tested, 1.2% active; AID 588335, 2011;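 note: 0% = DMSO wells and 100% = wells lacking the enzyme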
BoNT-F LC inh: BoNT/F light chain protease inhibitors, primary screen, biochemical, flow cytometry, MLPCN library. 360,000 tested, 0.22% active. Multiplex microsphere protease cleavage assay. inhibition, % at 10 µM. AID 588497, 2011. Botulinum neurotoxin type F light chain protease (Clostridium botulinum); in the data active = inhibition above about 35%, passing the limit was not always enough; inconclusive = no clear call, values can overlap the other calls; note: plate controls were buffer without enzyme for full effect and enzyme alone for no effect
UGM FP inh: M. tuberculosis UGM enzyme inhibitors, primary screen, biochemical, fluorescence polarization, single point; purified UGM, fluorescence polarization probe displacement; 320,000 tested, 0.06% active; AID 504406, 2011; UDP-galactopyranose mutase (Mycobacterium tuberculosis (strain ATCC 25618 / H37Rv)), …; inhibition, % at 10 µM; in the data active = inhibition above about 10%, passing the limit was not always enough; inconclusive = no clear call, values can overlap the other calls
Target sequence (P9WIQ1 whole entry, looked up): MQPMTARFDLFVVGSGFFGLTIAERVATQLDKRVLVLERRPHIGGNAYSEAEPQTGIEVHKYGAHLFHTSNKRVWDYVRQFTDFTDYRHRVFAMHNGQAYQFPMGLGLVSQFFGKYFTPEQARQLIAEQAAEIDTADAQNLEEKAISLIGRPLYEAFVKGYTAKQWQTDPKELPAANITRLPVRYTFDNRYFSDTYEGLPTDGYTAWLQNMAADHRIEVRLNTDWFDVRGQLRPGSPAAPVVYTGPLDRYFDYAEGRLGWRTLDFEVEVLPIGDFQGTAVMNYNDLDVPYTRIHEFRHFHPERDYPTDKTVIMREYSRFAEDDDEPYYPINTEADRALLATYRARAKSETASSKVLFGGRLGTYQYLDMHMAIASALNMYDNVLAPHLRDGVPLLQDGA
Mtb FBA inh: Mtb FBA enzyme inhibitors, primary screen, biochemical, fluorescence, strain H37Rv; Fructose-bisphosphate aldolase (Mycobacterium tuberculosis (strain ATCC 25618 / H37Rv)), …; purified M. tuberculosis FBA, fluorescence read-out; inhibition, % at 1 µM; 360,000 tested, 2.3% active; AID 588726, 2011; in the data active = inhibition above about 27%;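 note: 0% = vehicle and 100% = reference inhibitor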
Target sequence (P9WQA3 whole entry, looked up): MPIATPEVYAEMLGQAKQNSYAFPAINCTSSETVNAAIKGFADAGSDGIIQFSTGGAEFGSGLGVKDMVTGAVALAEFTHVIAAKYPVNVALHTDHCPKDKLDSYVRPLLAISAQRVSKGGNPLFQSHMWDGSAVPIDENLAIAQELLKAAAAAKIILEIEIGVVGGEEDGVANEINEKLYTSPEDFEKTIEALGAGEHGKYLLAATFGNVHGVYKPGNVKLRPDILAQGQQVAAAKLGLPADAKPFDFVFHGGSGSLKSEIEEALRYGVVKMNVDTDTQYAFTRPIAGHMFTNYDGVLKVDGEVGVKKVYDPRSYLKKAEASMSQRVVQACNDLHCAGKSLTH
MazF activator: activators of E. coli MazEF toxin-antitoxin RNase, primary screen, biochemical, fluorescence, uHTS; 350,000 tested, 0.32% active; FAM/BHQ RNA-DNA oligo cleavage fluorescence, 5 h; activation, % at 20 µM; Endoribonuclease toxin MazF (Escherichia coli (strain K12)), P0AE70; AID 504720, 2011; in the data active = activation above about 50%
Target sequence (P0AE70 whole entry, looked up): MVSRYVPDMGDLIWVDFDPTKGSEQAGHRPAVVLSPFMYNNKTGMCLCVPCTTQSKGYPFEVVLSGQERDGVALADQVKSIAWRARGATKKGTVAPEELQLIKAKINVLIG
* hit, by the source's call; ? = inconclusive; . = no result given. Cut-off read from the data, not from the text of the source, unless noted: active = inhibition above about 30%; inactive = the rest.

compound,FadD28 FP inh,DUSP3 inh,Rv3671c protease,Mtb BioA inh,CCHFV vOTU inh,GDH-TPI counter,BoNT-F LC inh,UGM FP inh,Mtb FBA inh,MazF activator
CCN1CCN(c2nc(N)c([N+](=O)[O-])c(Nc3ccc(C)cc3)n2)CC1,-4.0,5,7,-2.1,28,16,0,-1.1,-1,11
C/C(CC(O)c1ccc2ccccc2n1)=N/O (stereo not given),-3.8,12,-4,.,-4,1,0,-2.3,-5,-9
COCC(=O)Nc1sc2c(c1C(=O)OC)CCCC2,-1.0,4,-7,-0.7,-5,13,-13,-1.1,4,2
CC(=O)Nc1cc(-c2ccc(C(=O)NC3CC3)cc2)cn2c(-c3cccc(C(F)(F)F)c3)cnc12,-11,.,.,-1.8,11,0,-4,.,2,.
CCOC(=O)C1CCN(Cc2cc(Cl)c3ccccc3c2O)CC1,-1.0,25,-22,-1.4,.,10,4,-2.3,2,13
c1ccc(-c2ccc(-c3ccccc3)[nH]2)cc1,-3.0,.,.,-0.8,-26,18,-6,.,64*,9
CC(NC(=O)COC(=O)c1ccc(OCC2CCCO2)cc1)c1ccccc1Cl (stereo not given),0.5,.,-16,-0.7,-5,1,2,2.5,-1,3
N#CCc1ccc(NC(=O)Nc2cccc(Cl)c2)cc1,-5.5,7,-30,.,-9,3,-3,-0.7,1,13
N#Cc1ccc(OCC(O)CN2CCN(C(c3ccccc3)c3ccccc3)CC2)cc1 (stereo not given),-19,12,-7,3.8,0,2,-12,0.8,1,8
COc1cc(S(=O)(=O)NCc2ccccc2)ccc1Br,-5.6,-5,-5,.,-16,-1,0,-1.6,0,0
OCCOCCn1c(C(CO)Nc2nc(-c3ccc(F)cc3)cs2)nc2ccccc21 (stereo not given),-3.2,.,5,0.7,13,-3,-5,-2.1,2,13
CC(=O)Nc1nnc(C2=COCCO2)o1,-2.0,-2,7,.,-4,-2,-2,0.2,1,5
COc1cc(OC)cc(C(=O)Nc2nc(-c3ccccc3)c(-c3ccccc3)o2)c1,-0.8,2,-3,.,-4,12,-5,0.9,5,8
COc1ccc(OC)c(-c2csc(NC(=O)CSc3ccccc3)n2)c1,-2.9,2,-19,.,8,4,-7,-1.9,4,-2
Cc1ccccc1CC1(CO)CCCN(Cc2cn[nH]c2-c2ccccc2)C1 (stereo not given),-1.6,-10,2,-1.5,15,12,-1,-0.5,5,10
O=C(NCC1CCCO1)c1cn(-c2ccccc2)nc1-c1ccc(F)cc1 (stereo not given),-3.6,-28,3,-0.6,-12,2,-16,0.0,-4,5
O=C1CCCCC1C(=O)c1cn(-c2ccc(Cl)c(Cl)c2)nn1 (stereo not given),0.1,15,-1,0.8,7,-1,3,-0.6,7,2
CCOc1cc(C(=O)OCC(=O)Nc2cccc(C)c2)ccc1OCC(=O)N1CCOCC1,-3.6,10,5,1.1,6,-2,5,-0.1,-4,3
CC(=O)Nc1ccc(Cl)c(C(N)=O)c1,-2.8,-14,-7,-0.3,-9,-5,-2,0.9,-4,-5
Cc1ccc(NC(=O)CN(C)C(=O)CCSc2ccc(F)cc2)cc1,-1.0,.,-1,-0.7,0,5,-10,-0.4,-1,-1

Arranged by molar mass (largest number first): some entries from above.
compound,FadD28 FP inh,DUSP3 inh,Rv3671c protease,Mtb BioA inh,CCHFV vOTU inh,GDH-TPI counter,BoNT-F LC inh,UGM FP inh,Mtb FBA inh,MazF activator
CC(=O)Nc1cc(-c2ccc(C(=O)NC3CC3)cc2)cn2c(-c3cccc(C(F)(F)F)c3)cnc12,-11,.,.,-1.8,11,0,-4,.,2,.
N#Cc1ccc(OCC(O)CN2CCN(C(c3ccccc3)c3ccccc3)CC2)cc1 (stereo not given),-19,12,-7,3.8,0,2,-12,0.8,1,8
Cc1ccccc1CC1(CO)CCCN(Cc2cn[nH]c2-c2ccccc2)C1 (stereo not given),-1.6,-10,2,-1.5,15,12,-1,-0.5,5,10
Cc1ccc(NC(=O)CN(C)C(=O)CCSc2ccc(F)cc2)cc1,-1.0,.,-1,-0.7,0,5,-10,-0.4,-1,-1
CCN1CCN(c2nc(N)c([N+](=O)[O-])c(Nc3ccc(C)cc3)n2)CC1,-4.0,5,7,-2.1,28,16,0,-1.1,-1,11
COc1cc(S(=O)(=O)NCc2ccccc2)ccc1Br,-5.6,-5,-5,.,-16,-1,0,-1.6,0,0
CCOC(=O)C1CCN(Cc2cc(Cl)c3ccccc3c2O)CC1,-1.0,25,-22,-1.4,.,10,4,-2.3,2,13
O=C1CCCCC1C(=O)c1cn(-c2ccc(Cl)c(Cl)c2)nn1 (stereo not given),0.1,15,-1,0.8,7,-1,3,-0.6,7,2
N#CCc1ccc(NC(=O)Nc2cccc(Cl)c2)cc1,-5.5,7,-30,.,-9,3,-3,-0.7,1,13
COCC(=O)Nc1sc2c(c1C(=O)OC)CCCC2,-1.0,4,-7,-0.7,-5,13,-13,-1.1,4,2
c1ccc(-c2ccc(-c3ccccc3)[nH]2)cc1,-3.0,.,.,-0.8,-26,18,-6,.,64*,9
CC(=O)Nc1nnc(C2=COCCO2)o1,-2.0,-2,7,.,-4,-2,-2,0.2,1,5

Next records.
compound,FadD28 FP inh,DUSP3 inh,Rv3671c protease,Mtb BioA inh,CCHFV vOTU inh,GDH-TPI counter,BoNT-F LC inh,UGM FP inh,Mtb FBA inh,MazF activator
COc1cccc(-n2nnnc2SCC(=O)c2ccc(NC(C)=O)cc2)c1,-0.1,18,-6,-1.4,1,8,4,-1.4,0,6
Cc1cc(C(=O)COC(=O)c2nccnc2N)c(C)n1C,-1.7,13,14,0.0,-39,8,-6,?,62*,4
O=C(c1ccncc1)N1CCN(c2cc(-c3ccccc3)nc3cc(-c4cccc(Cl)c4)nn23)CC1,-2.3,.,.,-3.8,-6,7,1,.,4,-22
Cc1ccc(C)c(S(=O)(=O)N2CCCOC2CNC(=O)C(=O)NCCCN2CCOCC2)c1 (stereo not given),-2.0,20,-9,-1.1,-4,7,0,2.8,5,9
CC(C)CNC(=O)c1cccc(NC(=O)c2ccc(NC(=O)c3ccco3)cc2)c1,0.3,0,-33,-1.6,11,7,-11,-2.0,2,-18
CCOC(=O)c1cc(S(=O)(=O)NC2CCCCC2)cn1C,-0.2,7,-2,-0.1,-17,4,0,-1.1,2,0
Cc1noc(NS(=O)(=O)c2ccc(NC(=O)c3ccccc3NS(=O)(=O)c3ccc(F)cc3)cc2)c1C,-2.1,.,4,0.4,9,3,-7,3.1,12,-3
O=C(CSc1n[nH]c(-c2ccccn2)n1)Nc1ccc(Cl)cc1,0.4,33,-7,-4.4,-1,6,-7,1.1,-2,-1
O=C(O)c1cc2[nH]c3c(c2cc1Cl)CCCC3,-3.4,-12,2,-0.2,-13,3,?,4.5,8,8
O=C(CN1CCN(C(=O)C2CCCO2)CC1)Nc1cc(C(F)(F)F)ccc1Cl (stereo not given),-2.7,21,5,0.0,-8,6,-4,-1.7,0,7
COc1ccc(CN(C(=O)c2nsc(Cl)c2Cl)C(C(=O)NC2CCCC2)c2ccc(C)cc2)cc1 (stereo not given),-5.0,-5,-21,.,8,-12,0,2.6,-5,-10
COc1ccc(Br)cc1S(=O)(=O)N(CC(=O)N1CCOCC1)c1ccccc1,0.1,24,-9,.,4,11,0,4.4,1,4
CC(=O)Nc1ccc(NC(=O)c2c(C)nn(Cc3ccccc3)c2Cl)cc1,-3.8,36,-7,0.9,-2,-1,1,0.8,-1,10
Cc1c(CC(=O)O)c(=O)oc2c(C)c(OCc3nn[nH]n3)ccc12,-3.8,6,10,.,-52,30,-8,-0.7,147*,-14
Cc1noc(C)c1S(=O)(=O)N(CC(=O)N1CCc2ccccc21)c1ccc(C(C)C)cc1,1.4,21,-1,-0.3,-2,4,2,1.8,0,10
CCN(CC)CC(=O)N1c2ccccc2Sc2ccc(Cl)cc21,-4.5,31,0,0.1,16,6,-8,-3.2,9,2
C/C(=C\c1ccccc1)C(=O)NCCN1CCOCC1,-1.3,-6,-11,.,-7,0,0,-1.5,0,4
CC1(C(=O)NCc2ccc(F)c(F)c2)Cc2c(-c3cccc(C(F)(F)F)c3)ccnc2O1 (stereo not given),-3.6,.,.,-0.2,12,-3,-8,.,-2,.
CCc1ccc(C(=O)NC2CCCCC2)s1,-5.1,5,4,-0.3,-11,-5,-3,1.1,-3,4
COc1ccc(NC(=O)CCNC(=O)C2CCN(S(=O)(=O)c3ccc(F)cc3)CC2)cc1OC,-1.6,11,1,-0.1,10,-4,-1,-0.1,0,11
O=C(NCCCO)c1cc2c([nH]c3ccccc32)c(-c2ccc(F)cc2)n1,-14,6,-26,3.8,-37,6,?,0.4,27,10
O=C(CC1SC2=NCCN2C1=O)Nc1ccccc1 (stereo not given),-3.9,15,-3,-0.5,-3,0,1,0.8,1,3
O=C(N/N=C1\CCCc2ccccc21)c1ccc([N+](=O)[O-])cc1,-1.1,0,5,-0.6,-5,-3,-8,2.3,2,5
CCN1CCN(S(=O)(=O)c2ccc3c(c2)NC(=O)CS3)CC1,0.6,7,-9,-2.6,-7,4,2,-3.2,3,13
CCCc1cc(=O)oc2c(C)c(OCc3nn[nH]n3)ccc12,-2.9,21,5,.,-8,14,?,-2.2,50*,2
COc1ccc(C(CCNCc2ccc(N(C)C)cc2)c2ccccc2)cc1 (stereo not given),-5.0,.,14,4.3,5,-6,-34,-0.3,1,20
C/C(CC(=O)Nc1ccccc1Cl)=N\NC(=O)C(=O)NCCO,0.0,7,-6,-0.8,4,-8,-6,-2.2,-2,7
O=C1NC(c2ccccc2)=CC(c2ccccc2O)N1 (stereo not given),-4.3,.,12,-1.1,1,-2,5,-0.3,3,4
Cc1cc(-c2ccccc2)c2c(=O)n(-c3ccccc3)[nH]c2n1,-0.3,-11,3,2.4,-1,0,?,0.2,-2,-1
CC(=O)Nc1ccc(S(=O)(=O)N(C)CC(=O)Nc2ccc(F)c(F)c2F)cc1,-0.2,.,1,.,11,8,-8,0.0,3,1
O=C(CSc1nccc(=O)[nH]1)Nc1ccc2ccccc2c1,-1.0,.,-7,1.2,-5,1,-6,4.8,1,1
Cc1cccc(NC(=O)/C(C#N)=C/c2cn(CC(=O)NCc3ccco3)c3ccccc23)c1C,-1.8,5,-76,.,-10,18,0,1.0,2,-12
O=C1c2cccc3cccc(c23)C(=O)N1Cc1ccco1,0.0,14,1,.,-5,9,8,-1.0,-1,6
CS(=O)(=O)N1CCCC(C(=O)NCc2ccco2)C1 (stereo not given),0.8,7,-6,-1.6,15,8,-10,1.6,1,5
N#CC1c2ccccc2-n2nncc2CN1C(=O)CCc1ccccc1 (stereo not given),-0.2,.,.,2.2,0,5,-2,.,2,-12
